PI5P4Ka inh = qHTS for Inhibitors of phosphatidylinositol 5-phosphate 4-kinase (PI5P4K). PI5P4Kalpha enzyme, ADP-Glo luminescence, 60 min; active compounds read low. max response, %. 330,000 tested, 1.2% active. AID 652105, 2013; active = max response of -50% or lower; inconclusive = between -30% and -50%; inactive = -30% or higher; also: value at the top dose of about 77 µM; % is scaled to controls: 0 for no effect and ±100 for the full control effect
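Controls without substrate or without enzyme flank wells where PI5P4Kalpha converts substrate using 5 microM ATP (final). Incubation lasts 60 minutes at room temperature; ADP formed is read by ADP-Glo luminescence.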
CCT chaperon mod = High-Throughput Screening for Modulators of Cytosolic Chaperonin Activity; purified chaperonin ATPase assay, HTRF ADP detection, 30 min; activity change, % (no concentration beside the values), hits read low; 360,000 tested, 0.3% active; AID 651819, 2012; in the data active = activity change below about -30%; also: % is scaled to controls: 0 for no effect and ±100 for the full control effect
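Nucleotide hydrolysis assay: TRiC at 20–40 nM final (set by batch activity) with 10 uM ATP, 30 min at 37 °C, in presence of 76 uM compound. Detection by competitive ADP HTRF, 30 min ambient.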
EPAC2 antag = qHTS for Antagonist of cAMP-regulated guanine nucleotide exchange factor 2 (EPAC2): primary screen; Potency, µM (highest dose often 114 µM), for inactives: top-dose activity, negative = inhibition, usual class: inhibitors; 360,000 tested, 0.18% active; EPAC2 GEF exchange of Rap1B-BODIPY-GDP, fluorescence; Rap guanine nucleotide exchange factor 4 (Homo sapiens), Q8WZA2; also: potency is read from the fitted curve at half-maximal effect; % is scaled to controls: 0 for no effect and ±100 for the full control effect; nearly all actives have a fitted effect of over 45% in size; many of its hits are not listed in these tables
PLK1 PBD block = qHTS for Inhibitors of PLK1-PDB (polo-like kinase 1 - polo-box domain): Primary Screen. Potency, µM, inactives show max response, negative = inhibition, most hits filed as inhibitors. Serine/threonine-protein kinase PLK1 (Homo sapiens), P53350. Plk1 PBD binding of FITC phosphopeptide, fluorescence polarization. 360,000 tested, 2.8% active; also: potency is read from the fitted curve at half-maximal effect; series mostly up to about 57 µM; % is scaled to controls: 0 for no effect and ±100 for the full control effect; nearly all actives have a fitted effect of over 65% in size
EPAC1 ag = qHTS for Agonist of cAMP-regulated guanine nucleotide exchange factor 3 (EPAC1): primary screen; Rap guanine nucleotide exchange factor 3 (Homo sapiens), O95398; EPAC1 agonist qHTS, biochemical assay; response scale: 100% = response to 6.5 mM cAMP; Potency, µM (top dose mostly 154 µM), without a hit: at the top dose activation, usual class: activators; 360,000 tested, 0.073% active; AID 720707, 2013; also: potency is read from the fitted curve at half-maximal effect; nearly all actives have a fitted effect of over 60% in size
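EPAC1 100 nM, Rap1B–BODIPY-GDP 250 nM, unlabeled GDP 50 uM; compound titration; 5 min RT; kinetic read ex480/em540 at 5-min intervals ×30 min; data normalized to 6.5 mM cAMP agonist control.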
WRN inhibitor = qHTS for Inhibitors of WRN Helicase | Bifunctional 3'-5' exonuclease/ATP-dependent helicase WRN (Homo sapiens), Q14191 | WRN helicase unwinding, fluorescent forked duplex, kinetic | Potency, µM (doses to about 114 µM), inactives show at the highest dose activity change, negative = inhibition, actives largely listed as inhibitors | 360,000 tested, 0.46% active; also: potency is read from the fitted curve at half-maximal effect; % is scaled to controls: 0 for no effect and ±100 for the full control effect; nearly all actives have a fitted effect of over 55% in size
Target sequence (Q14191 whole entry, looked up): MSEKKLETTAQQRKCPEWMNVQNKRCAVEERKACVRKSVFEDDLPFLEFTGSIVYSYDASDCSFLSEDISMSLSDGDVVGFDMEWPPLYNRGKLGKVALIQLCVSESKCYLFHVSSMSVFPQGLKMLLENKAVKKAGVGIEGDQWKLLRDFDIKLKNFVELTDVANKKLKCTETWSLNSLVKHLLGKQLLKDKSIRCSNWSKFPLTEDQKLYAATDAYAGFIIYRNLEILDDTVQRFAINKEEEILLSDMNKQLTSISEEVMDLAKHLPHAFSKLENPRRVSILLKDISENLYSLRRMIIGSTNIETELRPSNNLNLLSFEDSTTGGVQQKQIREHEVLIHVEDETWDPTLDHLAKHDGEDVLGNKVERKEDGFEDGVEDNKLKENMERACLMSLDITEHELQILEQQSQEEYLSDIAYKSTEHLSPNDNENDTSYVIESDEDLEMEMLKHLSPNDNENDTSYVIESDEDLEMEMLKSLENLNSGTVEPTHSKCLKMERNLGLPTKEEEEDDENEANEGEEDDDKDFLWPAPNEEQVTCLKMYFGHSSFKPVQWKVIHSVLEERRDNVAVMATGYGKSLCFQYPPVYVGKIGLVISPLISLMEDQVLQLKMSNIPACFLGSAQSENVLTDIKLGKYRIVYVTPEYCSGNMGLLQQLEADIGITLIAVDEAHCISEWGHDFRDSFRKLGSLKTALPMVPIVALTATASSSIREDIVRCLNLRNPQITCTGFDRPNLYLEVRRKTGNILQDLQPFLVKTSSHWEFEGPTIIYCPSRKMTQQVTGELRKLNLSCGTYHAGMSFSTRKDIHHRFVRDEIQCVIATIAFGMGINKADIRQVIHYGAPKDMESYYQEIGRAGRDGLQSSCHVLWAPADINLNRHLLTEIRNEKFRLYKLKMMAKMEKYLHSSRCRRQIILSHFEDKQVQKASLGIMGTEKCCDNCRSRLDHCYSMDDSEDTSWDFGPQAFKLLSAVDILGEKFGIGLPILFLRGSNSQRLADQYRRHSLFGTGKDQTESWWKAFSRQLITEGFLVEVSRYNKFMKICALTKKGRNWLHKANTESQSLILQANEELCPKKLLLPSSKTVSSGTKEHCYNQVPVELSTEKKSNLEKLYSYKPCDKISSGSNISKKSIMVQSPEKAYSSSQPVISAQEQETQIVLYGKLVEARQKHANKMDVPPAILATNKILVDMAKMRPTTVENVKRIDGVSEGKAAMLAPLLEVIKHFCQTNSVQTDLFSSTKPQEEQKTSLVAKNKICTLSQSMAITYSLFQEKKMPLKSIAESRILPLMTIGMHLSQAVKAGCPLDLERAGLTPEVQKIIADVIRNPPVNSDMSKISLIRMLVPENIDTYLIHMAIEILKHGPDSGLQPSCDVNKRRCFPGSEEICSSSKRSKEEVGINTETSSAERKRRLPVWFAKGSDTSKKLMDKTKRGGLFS
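Screening of the MLSMR collection measured strand separation of a quenched forked DNA duplex (100 nM) by 20 nM WRN with 2 mM ATP, all final. Compounds were preincubated with enzyme 15 min at room temperature.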
EPAC1 antagonist = qHTS for Antagonist of cAMP-regulated guanine nucleotide exchange factor 3 (EPAC1): primary screen; Rap guanine nucleotide exchange factor 3 (Homo sapiens), O95398; EPAC1 GEF assay, Rap1b-BODIPY-GDP exchange fluorescence; Potency, µM (series often up to 115 µM), inactives show top-dose activity change, negative = inhibition, hits mostly inhibitors; 360,000 tested, 0.14% active; AID 720709, 2013;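 also: potency is read from the fitted curve at half-maximal effect; plate controls were vehicle for no effect and positive control for full effect; nearly all actives have a fitted effect of over 50% in size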
MmCpn inh = Inhibitors of TCP-1 ring complex (TRiC) of Methanococcus maripaludis (MmCpn): qHTS. 330,000 tested, 0.031% active. AID 504842, 2011. purified Mm-Cpn ATPase, ADP Transcreener TR-FRET. Potency, µM (series often up to 76.9 µM), for inactives: top-dose activity, negative = inhibition, most hits filed as inhibitors; also: potency is read from the fitted curve at half-maximal effect; % is scaled to controls: 0 for no effect and ±100 for the full control effect; nearly all actives have a fitted effect of over 80% in size
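Eu-cryptate anti-ADP/ADP-d2 competition gives a ratio inversely related to ADP. Enzyme at 25 nM was pre-exposed to compound for 10 min, then given 10 uM ATP for 30 min, 37°C throughout.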
Starred values were filed as active, the others as inactive; ? = inconclusive; nt = no result given; & = joins results of further samples; [ ] = dose if it differs, or a comment. Unless noted, calls follow the shape of the dose curve; as a rule, active = well fitted curve in the direction sought with a large enough effect; inconclusive = small, poorly fitted or top-dose-only effect, or another doubt; inactive = no such curve, though single readings can be large; an effect the other way counts as inactive or inconclusive. An excerpt; rates above refer to the full screens.

Under each structure: PI5P4Ka inh | CCT chaperon mod | EPAC2 antag | PLK1 PBD block | EPAC1 ag | WRN inhibitor | EPAC1 antagonist | MmCpn inh
O=c1[nH]c(=S)[nH]c(O)c1/C=C1\C=Nc2ccccc21
    -15 | 1.3 | 12% | 1.2µM* | 3% | 50µM* | -14% | nt
CCOc1ccc2nc(N=Nc3c(O)[nH]c(=O)[nH]c3=O)sc2c1
    -86* | -4.3 | -18% | -25% | 7% | 2% | -4% | 0%
Cc1ccc(NC(=O)c2cc(-c3ccccc3)n(CCCN3CCOCC3)c2C)cc1
    -3 | 0.8 | 2% | 4% | 1% | -1% | 0% | 2%
CC(=O)N1CC(=O)Nc2ccc(Cl)cc2C1c1ccc(F)cc1 (centres undefined)
    nt | -2.3 | -3% | 2% | 5% | -3% | 7% | 0%
COc1ccc(CC2(CCc3ccccn3)C(=O)NC(=O)N(c3ccccc3C)C2=O)cc1OC (centres undefined)
    -1 | 4.2 | 3% | 0% | 3% | 3% | 7% | 0%
CCOc1cc(-c2ccc(N)c(OCC)c2)ccc1N
    ? | -0.2 | 1% | 3.4µM* | -7% | 10% | 8% | -8%
Clc1cccc(Cl)c1CN1CCN(c2ccccc2)CC1
    nt | -5.1 | -10% | -6% | 12% | -5% | 1% | 2%
Cc1ccc(CS(=O)(=O)Cc2ccc(C(=O)N3CCC4(CC3)OCCO4)o2)cc1
    nt | 0.6 | 11% | -1% | -6% | -3% | 12% | -2%
COC(=O)C1=C(c2ccc(OC(F)(F)F)cc2)C[C@@H]2CC[C@H]1N2C(=O)N1CCCC1
    2 | 0.5 | -23% | -14% | -24% | -29% | -5% | 0%
CCC12CN3CCN(CC(C3)/C1=N/NC(=O)c1ccncc1)C2
    7 | 1.1 | 3% | 0% | 2% | -12% | 19% | 1%
CCOC(=O)c1c(C)n(C(C)C)c2ccc(OC(=O)c3ccc(N4C(=O)CCC4=O)cc3)cc12
    4 | 0.6 | -4% | -3% | 17% | 1% | 1% | -1%
O=C(Nc1ccccc1)c1cc([N+](=O)[O-])ccc1N1CCNCC1
    -7 | 1.3 | 10% | -3% | 0% | 11% | 19% | -2%
COc1ccc(CC2C(=O)N(C)C(=O)N(C)C2=O)c(OC)c1
    4 | 0.2 | -17% | ? | -4% | ? | -19% | 1%
C/C(=N\N1CCCCC1c1cccnc1)c1c(O)n(C2CCCCC2)c(=S)[nH]c1=O (centres undefined)
    -21 | 1.2 | 8% | 32%[activator] | -7% | -15% | 1% | -7%
O=c1c2ccccc2nc(/C=C/c2ccco2)n1-c1ccccc1O
    ? | -0.4 | -17% | -6% | -1% | 1%[11.6 µM] | -2% | -1%
CCC(c1nnnn1C1CCCC1)N1CCC2(CC1)C(=O)NCN2c1ccccc1 (centres undefined)
    -3 | -1.5 | 7% | -17% | -2% | 1% | -8% | nt
COc1ccc(CN2CCCC(C(=O)c3ccc(Cl)cc3)C2)c(OC)c1 (centres undefined)
    -4 | -0.7 | 1% | 24µM* | 1% | 5% | -1% | -6%
CCOP(=O)(OCC)C(NC(=O)c1ccc(C)cc1)=C(Cl)Cl
    1 | -12 | 6% | -12% | 3% | 1% | 24% | 1%
O=C(C1CCCN(c2nnc(-n3cccc3)s2)C1)N1CCC2(CC1)OCCO2 (centres undefined)
    3 | -2.3 | 0% | -5% | -5% | 1% | -11% | 1%
CCOP(=O)(OCC)C(CC)N1CCOCC1 (centres undefined)
    1 | 2.8 | 7% | -8% | 7% | -19% | 8% | -1%
N#CC1c2ccccc2-n2nncc2CN1S(=O)(=O)c1ccccc1 (centres undefined)
    -2 | 2.0 | 1% | -5% | 11% | 9% | -2% | nt
Cn1cccc1/C=C1\C(=O)NC(=O)N(CCC2=CCCCC2)C1=O
    -21 | -1.0 | 5% | -12% | 3% | 1% | -4% | -1%
C[C@@H]1C2C[C@@]34COC(=O)C3=CC=C[C@H]4[C@@]13C[C@H](c1ccoc1)O[C@@H]3O2
    -7 | 0.1 | 4% | -11% | 0% | 9% | -29% | 3%
CCc1ccc(CNCCc2c[nH]c3ccccc23)cc1
    0 | 0.8 | -1% | 1% | -2% | 4% | -13% | -1%
CC(c1ccccc1)(c1ccccc1)c1ccncc1
    -3 | 0.7 | 35µM* | -2% | 9% | -10% | -9% | -5%
O=P(Oc1ccccc1)(N1CCOCC1)N1CCOCC1
    0 | -2.4 | 10% | -10% | 7% | 5% | -5% | nt
COc1cc(C=C2C(=O)NC(=O)NC2=O)ccc1OS(=O)(=O)c1ccccc1[N+](=O)[O-]
    -67* | 0.3 | 1% | 2.7µM* | 6% | 28µM* | -26% | 0%
CCC(=Nc1ccc2c(c1)CCC2)c1c(O)n(C)c(=O)n(C)c1=O
    0 | -3.4 | 0% | -11% | 6% | 4% | -13% | 2%
CCN1CCC(O)(c2ccccc2)C(C(=O)c2ccccc2)C1 (centres undefined)
    -4 | -0.2 | 8% | ? | 7% | -12% | 12% | nt
COc1ccc(OC)c(CN2CCN(C(=O)Cc3ccccc3)CC2)c1
    5 | -2.6 | 1% | -3% | 10% | 1% | -8% | -1%
CCCC1C(C#N)=C(N)Oc2c1c(=O)oc1ccccc21 (centres undefined)
    4 | -4.4 | 19% | 1% | -11% | -6% | 2% | ?
O=c1[nH]c(=O)n(-c2ccccc2Cl)c(O)c1C=NCCN1CCCCC1
    -6 | 0.1 | -3% | -13% | -1% | -5% | -3% | 1%
Cc1n[nH]c(C)c1CCN
    -4 | 0.4 | 12% | -1% | -5% | 3% | 5% | 0%
CC(=O)OC1CC(OC2C(O)CC(OC3C(O)CC(OC4CCC5(C)C(CCC6C5CCC5(C)C(C7=CC(=O)OC7)C(O)CC65O)C4)OC3C)OC2C)OC(C)C1OC1OC(CO)C(O)C(O)C1O (centres undefined)
    6 | 0.2 | 24% | 0% | -7% | -11% | -2% | nt
Cc1cc(OCC(=O)NCC(O)c2ccccc2)c2c3c(c(=O)oc2c1)CCCC3 (centres undefined)
    -5 | 1.4 | -16% | 5% | -1% | 1% | 3% | -5%
CC(=O)O[C@@H]1/C=C/[C@](C)(O)C[C@@H](C)C/C=C/[C@H]2[C@H](O)[C@@](C)(O)[C@@H](C)[C@H]3[C@H](Cc4ccccc4)NC(=O)[C@@]312
    4 | 0.8 | 2% | 2% | -5% | 3% | -4% | nt
CCOc1cccc(=NC2CCCCC2)c2c(C)n(C)c(C)c12
    -2 | -4.0 | -3% | -3% | -4% | ? | -9% | 1%
COc1ccc(NC(=O)[C@@H](NC(=O)N2C[C@H]3C[C@@H](C2)c2cccc(=O)n2C3)C(C)C)cc1
    1 | -0.6 | -11% | -1% | -14% | 5% | 8% | 2%
Nc1cncc(C(=O)O)c1
    -4&5 | -0.6&0.0 | 3%&3% | -16%&-3% | 7%&-3% | 5% | -11%&-24% | 3%&0%
CCCCn1c(=O)c(C(=O)NCCc2ccccc2)c(O)c2ccccc21
    19 | 1.0 | 9% | 1% | 4% | -2% | -4% | -4%
COc1ccc2[nH]c(C)c(CCNCc3cn(C)c4ccccc34)c2c1
    -3 | -0.1 | 20% | 4% | 9% | -22% | -10% | -6%
COC(=O)C1=C(c2ccc3ccccc3c2)C[C@@H]2CC[C@H]1N2C(=O)N1CCCCC1
    5 | -0.7 | -16% | -13% | -9% | -18% | -1% | -2%
CC(CO)(CO)N=Cc1c(O)n(-c2cccc3ccccc23)c(=O)[nH]c1=O
    -3 | -3.0 | 8% | 0% | 2% | 4% | 5% | -1%
C[N+]1(C)CCC(OC(=O)C(c2ccccc2)c2ccccc2)CC1
    3 | 0.5 | -2% | -12% | -12% | 6% | -4% | nt
CCCCn1c(N)c(C(=O)OCCOC)c2nc3ccccc3nc21
    -3 | 0.3 | 5% | -4% | 10% | 4% | -1% | -2%
CCc1ccc2nc(N3CCC(C(=O)N4CCC5(CC4)OCCO5)CC3)sc2c1
    3 | -3.8 | -4% | -4% | 1% | -2%[57.1 µM] | ? | -1%
COc1ccc2sc(-c3ccccc3OC)c(-c3ccc(OCCN4CCOCC4)cc3)c2c1
    51 | -0.1 | 7% | -16% | 1% | -7% | -1% | ?
COC(=O)C1=C(c2cccc(OCc3ccccc3)c2)C[C@@H]2CC[C@H]1N2C(=O)NCc1ccc([N+](=O)[O-])cc1
    -1 | -1.1 | -7% | 6% | -16% | -11% | -5% | 0%
COC(=O)C1=C(c2ccc(OCc3ccccc3)cc2)C[C@@H]2CC[C@H]1N2C(=O)NCc1ccc([N+](=O)[O-])cc1
    1 | -0.1 | -2% | -3% | -4% | 1% | -20% | -2%
O=C1N(c2ccccc2)C(c2cccnc2)N2CCCN12 (centres undefined)
    3 | -0.7 | 20% | -3% | -21% | -9% | -8% | -2%

(continued)
Under each structure: PI5P4Ka inh | CCT chaperon mod | EPAC2 antag | PLK1 PBD block | EPAC1 ag | WRN inhibitor | EPAC1 antagonist | MmCpn inh
COc1cc2c(c(OC)c1OC)-c1ccc(O)c(=O)cc1[C@@H](NC(C)=O)CC2
    3 | 0.1 | 21% | 1% | -17% | 12% | 5% | -4%
C[n+]1c(-c2ccccc2)cc(CCCCc2cc(-c3ccccc3)[n+](C)c(-c3ccccc3)c2)cc1-c1ccccc1
    ? | -12 | 4% | 1%&-10% | 16% | -11% | ? | 0%
S=C(NCCc1ccccc1)N1Cc2cc(N3CCOCC3)ccc2-n2nncc2C1
    -1 | -2.3 | -11% | -8% | 8% | -3% | -3% | nt
O=[N+]([O-])c1nccn1CC(O)CN1CC1 (centres undefined)
    -5 | 1.0 | -3% | -4% | 9% | -8% | -9% | nt
S=C=Nc1cccc(C2(N3CCCCC3)CCCCC2)c1
    -14 | 1.7 | -6% | -20% | 5% | 4% | 4% | -1%
COc1ccc(CCNCc2cccn2C)cc1OC
    1 | 2.1 | 19% | -2% | 3% | -5% | -15% | -1%
CC(Cc1ccccc1)NCCC(c1ccccc1)c1ccccc1 (centres undefined)
    -1 | 0.2 | 5% | 2% | -11% | -2% | -1% | 3%
CC(C)OC(=O)c1c(N)n(CC2CCCO2)c2nc3ccccc3nc12 (centres undefined)
    4 | -0.3 | -4% | -7% | -1% | -4% | -6% | -12%
